PTAP TSG101 blk: qHTS Assay for Iinhibitors of HIV-1 Budding by Blocking the Interaction of PTAP/TSG101 | Fluorescence polarization, FITC-PTAP peptide / Tsg101 binding | Tumor susceptibility gene 101 protein (Homo sapiens), Q99816 | Potency, µM (titrated, usually from 115 µM), for the others: at the top dose activity change, negative = inhibition, most hits filed as inhibitors | 340,000 tested, under 10 active; active = well fitted inhibition curve with a large enough effect in the main read-out, with a control signal flat, not every such curve was filed as active; inconclusive = small, poorly fitted or top-dose-only effect, or effect the other way, or a change in a side signal; inactive = no such curve, though single readings can be large or run the other way; also: potency is read from the fitted curve at half-maximal effect; % of control where 0% means no effect
Target sequence (Q99816 whole entry, looked up): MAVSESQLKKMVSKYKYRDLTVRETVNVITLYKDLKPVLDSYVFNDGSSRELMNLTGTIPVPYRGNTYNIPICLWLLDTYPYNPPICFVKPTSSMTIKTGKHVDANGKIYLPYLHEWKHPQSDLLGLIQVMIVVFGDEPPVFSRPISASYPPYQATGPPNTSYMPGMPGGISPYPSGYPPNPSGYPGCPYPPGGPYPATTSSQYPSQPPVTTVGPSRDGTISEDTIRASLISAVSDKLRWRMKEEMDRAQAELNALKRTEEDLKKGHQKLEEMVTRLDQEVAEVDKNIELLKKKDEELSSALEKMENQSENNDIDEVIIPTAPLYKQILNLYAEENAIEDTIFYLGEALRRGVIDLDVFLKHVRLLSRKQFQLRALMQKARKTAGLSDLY
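Fluorescence polarization binding of Tsg101 binding domain (10 uM final) to FITC-labeled PTAP peptide (50 nM final) in HEPES pH 7.5 buffer with NaCl, Tween 20, EDTA, TCEP. Compounds added before peptide; binding 20 min at RT.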
uPA surface inh: qHTS for Inhibitors of Cell Surface uPA Generation | actives 0.31% (n = 330,000) | cell surface uPA generation assay, qHTS | Potency, µM (top dose mostly 38.3 µM), for the others: at the highest dose activity change, negative = inhibition, actives largely listed as inhibitors | AID 540303, 2011; active = well fitted inhibition curve with a large enough effect; inconclusive = small, poorly fitted or top-dose-only effect; inactive = no such curve, though single readings can be large or run the other way; tested in mouse RAW 264.7 cells; also: potency is read from the fitted curve at half-maximal effect; % is scaled to controls: 0 for no effect and ±100 for the full control effect; nearly all actives have a fitted effect of over 55% in size
ELG1 DNA repair: qHTS screen for small molecules that inhibit ELG1-dependent DNA repair in human embryonic kidney (HEK293T) cells expressing luciferase-tagged ELG1 | Potency, µM (doses to about 46.1 µM), for inactives: at the highest dose activity change, negative = inhibition, hits mostly inhibitors | HEK293T ELG1-luciferase reporter, luminescence, 16 h; DNA damage induced by 5-fluorouridine | actives 2.3% (n = 330,000); also: potency is read from the fitted curve at half-maximal effect; % is scaled to controls: 0 for no effect and ±100 for the full control effect; nearly all actives have a fitted effect of over 55% in size
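In this reporter screen, reduction of luminescence relative to DMSO vehicle indicated activity. Compounds and 5-fluorouridine were added together to 2,000 cells per well, incubated for 16 hr at 37 °C, then developed with ONE-Glo.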
TCR act: Activators of T cell receptors: qHTS campaign. Potency, µM (series often up to 9.22 µM), without a hit: top-dose activation of IL-2 secretion, actives largely listed as activators. AID 504894, 2011. 330,000 tested, under 10 active. primary human leukocytes, anti-CD3, IL-2 HTRF, 48 h; also: % of control where 0% means no effect
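IL-2 produced over 48 hr by a-CD3 bead-stimulated primary human leukocytes exposed to compounds was detected with a homogeneous time-resolved FRET immunoassay, 665nm acceptor signal after 320nm excitation.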
BCR signal inh: qHTS Assay to Find Inhibitors of Chronic Active B-Cell Receptor Signaling | ABC-DLBCL IkBa-CBG/CBR reporter, luminescence ratio, 4 h | Potency, µM (top dose mostly 46.1 µM), inactives show at the top dose ratio change, negative = lower green/red ratio, most hits filed as inhibitors | actives 0.05% (n = 340,000); active = well fitted inhibition curve with a large enough effect in the signal ratio, with a control signal flat, not every such curve was filed as active; inconclusive = small, poorly fitted or top-dose-only effect, or effect the other way, or a change in a side signal; the % refers to the signal ratio;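 also: potency is read from the fitted curve at half-maximal effect; plate controls were basal doxycycline-induced cells for no effect and cells given 10 µM MG132 for full effect; MG132 reads +100%, hits lower the ratio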
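Compounds up to 46 uM were incubated four hours with TMD8 cells whose green CBG68 luciferase is fused to IkappaBalpha; red CBR luminescence normalised the signal, and concentration-effect curves were fitted to fusion, red and ratio data.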
Tb PFK block: qHTS Assay to Find Inhibitors of T. brucei phosphofructokinase; ATP-dependent 6-phosphofructokinase (Trypanosoma brucei brucei), O15648; AID 485367, 2010; Potency, µM (series often up to 57.5 µM), inactives show top-dose activity, negative = inhibition, most hits filed as inhibitors; actives 0.17% (n = 330,000); T. brucei PFK, ADP-Glo luminescence;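 also: potency is read from the fitted curve at half-maximal effect; 0% = uninhibited 1x PFK enzyme wells and -100% = no-enzyme wells; nearly all actives have a fitted effect of over 60% in size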
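Luminescent ADP detection (ADP-Glo, two-step: ATP depletion then ADP-to-ATP conversion for luciferase) reported PFK activity after 45 min room-temperature reaction of 1.25 nM enzyme with 0.5 mM F6P and 0.1 mM ATP at pH 8.0.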
TSHR antagonist: Antagonists of the Thyroid Stimulating Hormone Receptor: HTS campaign | AID 504810, 2011 | Thyrotropin receptor (Homo sapiens), P16473 | activity change, negative = inhibition, % at 11.5 µM | actives 0.2% (n = 330,000) | TSHR-expressing cells, TSH-stimulated cAMP HTRF, 2 h; hits give low values;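 active = activity change below a set negative limit, meaning inhibition stronger than a set level, cut at about -70% in these data; inconclusive = activity change between two set negative limits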; also: % is scaled to controls: 0 for no effect and ±100 for the full control effect
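Cell-based HTRF cAMP assay; TSHR cells + compound, TSH EC80 (4nM final), 2 h, 37 deg C. Lysis with anti-cAMP cryptate and cAMP-d2, 30 min RT, read 665/620 nm.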
USP2a block: qHTS Assay for Inhibitors of Ubiquitin-specific Protease USP2a Using CHOP2 as the Reporter; Ubiquitin carboxyl-terminal hydrolase 2 (Homo sapiens), O75604; USP2 core, Ub-CHOP2 coupled fluorogenic reporter, 485/531; Potency, µM (doses to about 38.3 µM), without a hit: at the highest dose activity change, negative = inhibition, usual class: inhibitors; actives 0.01% (n = 330,000); AID 463254, 2010;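 also: potency is read from the fitted curve at half-maximal effect; plate controls were DMSO wells for no effect and full inhibition by NEM control for full effect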
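USP2 core (10nM final) preincubated 30min RT with compound in 20mM Tris-HCl pH 8.0, 2mM CaCl2, 2mM beta-mercaptoethanol, 0.05% CHAPS; 25nM Ub-CHOP2 plus 25nM reporter substrate added, fluorescence (Ex485/Em531) read after 60min.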
Eya2 phos inh: qHTS Assay for Inhibitors of the Phosphatase Activity of Eya2. Protein phosphatase EYA2 (Homo sapiens), O00167. recombinant Eya2, OMFP fluorescence dephosphorylation (OMFP is methylfluorescein phosphate). Potency, µM (doses to about 76.9 µM), for inactives: at the top dose activity, negative = inhibition, hits mostly inhibitors. actives 0.006% (n = 330,000); also: potency is read from the fitted curve at half-maximal effect; % is scaled to controls: 0 for no effect and ±100 for the full control effect
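Eya2 protein (added as 0.2 uM solution) was preincubated with compound for 10 min at ambient temperature in 50 mM HEPES pH 7.5, 50 mM NaCl, 5 uM MgCl2, 0.05% BSA, 1 mM DTT. OMFP (added at 50 uM) then reacted 10 min; fluorescence read at 485/525 nm.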
Mito fusion yeast: qHTS Assay for Small Molecule Inhibitors of Mitochondrial Division or Activators of Mitochondrial Fusion; S. cerevisiae fusion-defective mutant growth rescue, CellTiterGlo 48 h; Potency, µM (highest dose often 46.1 µM), without a hit: top-dose growth rescue (activation), hits mostly activators; actives 0.23% (n = 320,000); AID 485298, 2010;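 also: potency is read from the fitted curve at half-maximal effect; % of control where 0% means no effect; nearly all actives have a fitted effect of over 45% in size; temperature-sensitive fusion mutants such as fzo1-1 at 37 °C on non-fermentable ethanol glycerol medium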
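Compounds are tested for their ability to restore growth of mitochondrial fusion-defective yeast strains at non-permissive 37C in YPEG medium over 48 hours. Viability is quantified by luciferase luminescence.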
B2AR arrestin: qHTS assay of beta-arrestin-biased ligands of beta2-adrenergic receptor; beta-arrestin recruitment to beta2AR, cell-based reporter; Potency, µM (doses to about 46.1 µM), for inactives: top-dose activation, most hits filed as activators; actives 0.02% (n = 330,000);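 also: potency is read from the fitted curve at half-maximal effect; 0% = DMSO controls and full agonism = EC100 isoproterenol or metaproterenol; nearly all actives have a fitted effect of over 65% in size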
Target sequence (P07550 whole entry, looked up): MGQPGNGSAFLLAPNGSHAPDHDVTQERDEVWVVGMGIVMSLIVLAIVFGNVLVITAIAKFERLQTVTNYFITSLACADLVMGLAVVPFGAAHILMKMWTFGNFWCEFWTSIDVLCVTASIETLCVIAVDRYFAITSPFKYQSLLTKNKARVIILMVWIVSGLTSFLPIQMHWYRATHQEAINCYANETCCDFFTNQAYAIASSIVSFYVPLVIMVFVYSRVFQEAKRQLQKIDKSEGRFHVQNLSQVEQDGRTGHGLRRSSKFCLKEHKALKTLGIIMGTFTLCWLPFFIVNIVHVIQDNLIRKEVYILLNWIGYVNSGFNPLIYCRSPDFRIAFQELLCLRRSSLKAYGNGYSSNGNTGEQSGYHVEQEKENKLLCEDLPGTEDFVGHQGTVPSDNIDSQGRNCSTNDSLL
* marks the source's active call; other numbers are inactive results; ? = inconclusive; . = not tested or not shown; [ ] = dose if it differs, or a comment. Unless noted, calls follow the shape of the dose curve; as a rule, active = well fitted curve in the direction sought with a large enough effect; inconclusive = small, poorly fitted or top-dose-only effect, or another doubt; inactive = no such curve, though single readings can be large; an effect the other way counts as inactive or inconclusive.

structure | PTAP TSG101 blk | uPA surface inh | ELG1 DNA repair | TCR act | BCR signal inh | Tb PFK block | TSHR antagonist | USP2a block | Eya2 phos inh | Mito fusion yeast | B2AR arrestin
O=C(NC12CC3CC(CC(C3)C1)C2)N(Cc1ccccc1)Cc1ccncc1 | 0% | -13% | ? | 8% | 1% | -6% | 10 | -5% | -3% | -3% | -0.5%
CCOc1ccccc1C(=O)Nc1ccc(S(=O)(=O)N2CCN(C)CC2)cc1 | 1% | 13% | 0% | -1% | -2% | 0% | 9 | 0% | -8% | -3% | -0.9%
COc1ccccc1N1CCN(CCCCN2C(=O)c3ccccc3C2=O)CC1 | -2% | -6% | . | 11% | . | . | -19 | . | 5% | -6% | .
C[C@@H]1[C@H](O)C[C@@]23COC(=O)C2=CCC[C@@H]3[C@@]1(C)CC/C(=C/CO)CO | -4% | -10% | -15% | -10% | 22% | 0% | -5 | -1% | -6% | 21% | -0.3%
CC(=O)N1CCC2(CC1)C/C(=N\NC(=S)Nc1ccccc1C)c1cc(O)ccc1O2 | -3% | 8% | ? | -4% | ? | -1% | -7 | 2% | ? | -5% | 0.1%
Cn1cncc1C#Cc1ccc2c(=O)c3ccccc3oc2c1 | . | -3% | ? | -1% | ? | 1% | -6 | -7% | -17% | . | -0.8%
O=C(O)c1sc2cc(C(F)(F)F)cnc2c1-c1ccccc1 | -11% | 4% | -7% | 4% | 1% | 3% | 5 | 0% | 17% | -4% | 0.3%
COc1ccc(OCC(=O)Nc2ccccc2Cl)cc1 | -2% | 3% | -2% | -1% | 14% | ? | -8 | 0% | -11% | 16% | -0.7%
COc1ccc(Cc2nc3ccc(S(=O)(=O)N4CCOCC4)cc3[nH]2)cc1 | -1% | . | -5% | -1% | -1% | 2% | -9 | 1% | -2% | 3% | -0.2%
CS(=O)(=O)c1cccc(C(=O)NCc2ccccc2)c1 | -3% | 4% | 8% | 3% | 9% | 0% | 5 | 1% | 5% | -5% | -0.2%
COc1ccc(C(=O)Nn2cc3c(c2-c2ccccc2)c(=O)n(C)c(=O)n3C)cc1 | -6% | . | 1% | . | 8% | 4% | 0 | 2% | -18% | -4% | -0.9%
O=C(COC(=O)CCc1c[nH]c2ccccc12)Nc1ccccc1C(F)(F)F | -4% | 25% | 7% | -9% | 2% | -2% | 0 | -5% | -29% | 2% | -0.1%
COc1ccc2c(c1)C(=NN)c1cc(OC)ccc1-2 | -2% | -15% | 23% | 2% | -3% | 15% | 3 | -2% | -5% | -6% | -0.1%
CCCCn1c(N)c(N(CC(C)C)C(=O)C2CCN(c3ncnc4sc(C)c(C)c34)CC2)c(=O)[nH]c1=O | -1% | 0% | ? | -7% | -6% | 0% | -7 | -1% | -25% | -3% | 0.2%
CCOC(=O)c1cnc2c(C)cc(Cl)cc2c1N1CCN(C)CC1 | -1% | -12% | -8% | 2% | -6% | 2% | 3 | -4% | ? | -1% | 0.3%
COc1ccc(S(=O)(=O)/N=C2/NC(=O)/C(=C\c3ccco3)S2)cc1 | -12% | -3% | 0% | 4% | 0% | ? | -5 | -1% | -9% | 9% | -1.2%
Cc1nn(C(=O)c2cc3sccc3[nH]2)c(C)c1C | -8% | -9% | ? | -2% | ? | -6% | -8 | 0% | 2% | 17% | -0.1%
CC1=NN(C(N)=S)C(=O)C1N=Nc1ccccc1C (stereo unspecified) | 0% | -9% | ? | -6%[46.1 µM] | 23% | 0% | -13 | 1% | 2% | 1% | -0.9%
O=C(Nc1cccc(-c2cn3ccccc3n2)c1)c1cccc(Cl)c1 | 1% | -7% | ? | 4% | 11% | 3% | -15 | -1% | 8% | ? | -0.1%
CN(C)S(=O)(=O)c1ccc(NC(=O)COc2cccc3c2OC(C)(C)C3)cc1 | -4% | -5% | -25% | -5% | 3% | 8% | -10 | -5% | 10% | 4% | -0.1%
CNC(=S)N1N=C(c2ccccc2)CC1c1ccc(Br)cc1 (stereo unspecified) | 1% | . | -17% | 9% | ? | 0% | -11 | -2% | -11% | 20% | -0.9%
COCc1cc(C)n(CC(=O)NCc2ccccc2)c(=O)c1C#N | 1% | -1% | 5% | -4% | 1% | 10% | -1 | 2% | 6% | -6% | 0.3%
CNC(=O)Nc1cccc(-c2cc(-c3c(Cl)cccc3Cl)no2)c1 | 1% | -2% | ? | 1% | ? | -1% | -25 | -3% | -23% | 11% | -0.8%
Cn1c(=N)n(CC(=O)c2ccc(Br)s2)c2ccccc21 | -1% | -4% | ? | 0% | 0% | -1% | -2 | 5% | 7% | -6% | 0.0%
CCS(=O)(=O)/N=C(\N)c1ccccc1 | -3% | 3% | 2% | 3% | 1% | 6% | 7 | -1% | -6% | 1% | -0.4%
Cn1c(-c2sc3cc(C(F)(F)F)cnc3c2-c2cccnc2)n[nH]c1=S | -4% | -2% | -5% | 18% | 6% | 1% | 7 | 0% | 9% | -1% | -1.0%
O=C(COC(=O)/C=C/c1cccs1)NC(c1ccccc1)c1ccccc1 | 0% | 2% | ? | -2%[46.1 µM] | 3% | -3% | -19 | 2% | -21% | -2% | 0.3%
COCCn1c(=S)[nH]c2cc(C(=O)NCCCN3CCOCC3)ccc2c1=O | 4% | . | 7% | 0% | ? | -4% | 18 | -1% | 1% | 1% | -0.4%
CC(C)c1ccc(S(=O)(=O)Nc2ccc(N3CCOCC3)cc2)cc1 | 1% | 4% | -3% | 5% | 5% | -2% | -5 | -2% | -19% | -51%[inhibitor] | 0.6%
CC(=O)c1ccc(NC(=O)CCNC(=O)c2ccccc2Cl)cc1 | -4% | 0% | 10% | -7% | 7% | -1% | 16 | 2% | -1% | -3% | -0.2%
Cc1cc(C(=O)CSc2nnc(-c3ccc4c(c3)OCO4)o2)c(C)n1-c1ccc(F)cc1 | 0% | -2% | 0% | 2%[46.1 µM] | 0% | 2% | -5 | 7% | 3% | -16% | -0.2%
COc1ccc(N2CC(C(=O)N3CCN(c4ccccc4)CC3)CC2=O)cc1 (stereo unspecified) | -2% | -2% | -16% | -6% | 0% | 2% | 6 | -1% | -7% | 2% | 0.0%
Cc1cc(NC(=O)c2ccc([N+](=O)[O-])cc2Cl)ccc1NC(=O)c1ccco1 | 1% | 0% | -6% | 4%[46.1 µM] | 4% | -4% | -5 | 2% | 0% | -2% | -0.6%
O=C(OCC(=O)N1CCc2ccccc2C1)c1ccc(Cl)c([N+](=O)[O-])c1 | 4% | 3% | ? | 0% | 7% | ? | -23 | 2% | 2% | 4% | 0.0%

Ordered by formula weight (ascending): some entries from above.
structure | PTAP TSG101 blk | uPA surface inh | ELG1 DNA repair | TCR act | BCR signal inh | Tb PFK block | TSHR antagonist | USP2a block | Eya2 phos inh | Mito fusion yeast | B2AR arrestin
Cc1nn(C(=O)c2cc3sccc3[nH]2)c(C)c1C | -8% | -9% | ? | -2% | ? | -6% | -8 | 0% | 2% | 17% | -0.1%
O=C(OCC(=O)N1CCc2ccccc2C1)c1ccc(Cl)c([N+](=O)[O-])c1 | 4% | 3% | ? | 0% | 7% | ? | -23 | 2% | 2% | 4% | 0.0%
COc1ccccc1N1CCN(CCCCN2C(=O)c3ccccc3C2=O)CC1 | -2% | -6% | . | 11% | . | . | -19 | . | 5% | -6% | .

Copied from the list.
Value of CC(C)c1ccc(S(=O)(=O)Nc2ccc(N3CCOCC3)cc2)cc1 under USP2a block: -2%
Value of O=C(COC(=O)/C=C/c1cccs1)NC(c1ccccc1)c1ccccc1 under Eya2 phos inh: -21%

Bioassay records from PubChem.

The order is random. About 3% of those tested had a hit in this group.
